# Bioassay records deposited in PubChem BioAssay by several laboratories.
# SIAE primary – human SIAE inhibition, primary screen | 0.69% of 370,000 active | inhibition, % at 9.66 µM | Q9HAT2 | SIAE FP-Rh probe binding, fluorescence polarization;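 active = inhibition above a cutoff: mean of compounds within the control limits plus 3 SD of those, cut at about 17% in these data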;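 note: 0% = plate median of compound wells and 100% = probe without SIAE protein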
# mABHD4 FP – inhibits mouse alpha/beta hydrolase domain 4. inhibition, % at 8.92 µM. 0.54% of 370,000 active. purified mABHD4, FP-Rh probe fluorescence polarization;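 active = inhibition exceeding the mean over every tested compound plus 3 SD, cut at about 30% in these data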;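 note: 0% = plate median of compound wells and 100% = S159A mutant with DMSO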
#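 Assay system: Wild-type mouse ABHD4 protein | Medium: HEPES pH 7.0 buffer, 150 mM NaCl, 0.01% Pluronic F-127 | Incubation: Enzyme–compound pre-incubation 45 min, then probe 60 min, both 25 °C | Technique: Fluorescence polarization with parallel and perpendicular emission, 525/598 nm | Evaluation: % inhibition of FP-Rh probe binding versus controls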
# MBD2 DNA inh – inhibitors of human MBD2 binding to methylated oligonucleotide. 0.31% of 370,000 active. AID 686964. TR-FRET. inhibition, % at 4.4 µM; in the data active = inhibition above about 13%
# UHRF1 MBD2 ctr – human UHRF1 methylated DNA binding inhibitors; 0.75% of 370,000 active; AID 687016; Q96T88; UHRF1 binding to methylated oligo, TR-FRET; inhibition, % at 4.4 µM; in the data active = inhibition above about 21%;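 note: UHRF1 SRA domain binding a hemimethylated CpG hairpin DNA probe; 0% = median of test compound wells and 100% = reference inhibitor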
# NPR2 activator – GC-B (human) receptor activation; HEK293-GC-B cells, CNP EC30, cGMP TR-FRET; 0% at EC30 CNP, 100% saturating CNP; activation, % at 10 µM; 0.11% of 370,000 active;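 active = activation at 10 µM reaching about 35% in either raw or pattern-adjusted values, limit read from the data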
# PRMT1 inh – PRMT1 (human) inhibition, primary screen. Q99873. recombinant PRMT1, activity-based probe fluorescence polarization. inhibition, % at 2.79 µM. 1.3% of 370,000 active;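 active = inhibition above about 21% made by adding two undisclosed values, limit read from the data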
# Target sequence (Q99873 whole entry, looked up): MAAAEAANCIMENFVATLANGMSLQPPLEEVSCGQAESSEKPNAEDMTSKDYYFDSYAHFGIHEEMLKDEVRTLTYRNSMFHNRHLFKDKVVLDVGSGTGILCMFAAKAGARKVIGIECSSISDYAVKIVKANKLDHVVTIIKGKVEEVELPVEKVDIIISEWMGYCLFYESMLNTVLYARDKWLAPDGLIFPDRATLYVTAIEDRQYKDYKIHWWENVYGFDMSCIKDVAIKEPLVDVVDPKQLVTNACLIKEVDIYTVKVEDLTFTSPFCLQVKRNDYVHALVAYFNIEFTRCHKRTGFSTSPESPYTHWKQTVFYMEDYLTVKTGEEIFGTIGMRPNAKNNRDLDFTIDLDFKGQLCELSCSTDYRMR
# rCAG RNA binder – binds r(CAG) RNA repeats; r(CAG) RNA repeat, TO-PRO-1 dye displacement fluorescence; inhibition, % at 3 µM; 1.3% of 370,000 active;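 active = inhibition above the plate cutoff, the mean of all test compounds on that plate plus 3 SD, cut at about 35% in these data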;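 note: 0% = DMSO alone and 100% = 100 µM mitoxantrone as full dye displacement; higher means more dye released from RNA so lower well fluorescence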
# HTRA1 inhibitor – inhibitors of human serine peptidase HTRA1. Q92743. recombinant HTRA1, FP-rhodamine activity-based probe, fluorescence polarization. inhibition, % at 5.96 µM. 0.5% of 340,000 active. AID 504803; in the data active = inhibition above about 36%;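 note: 0% = enzyme with DMSO and 100% = wells lacking enzyme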
# Target sequence (Q92743 whole entry, looked up): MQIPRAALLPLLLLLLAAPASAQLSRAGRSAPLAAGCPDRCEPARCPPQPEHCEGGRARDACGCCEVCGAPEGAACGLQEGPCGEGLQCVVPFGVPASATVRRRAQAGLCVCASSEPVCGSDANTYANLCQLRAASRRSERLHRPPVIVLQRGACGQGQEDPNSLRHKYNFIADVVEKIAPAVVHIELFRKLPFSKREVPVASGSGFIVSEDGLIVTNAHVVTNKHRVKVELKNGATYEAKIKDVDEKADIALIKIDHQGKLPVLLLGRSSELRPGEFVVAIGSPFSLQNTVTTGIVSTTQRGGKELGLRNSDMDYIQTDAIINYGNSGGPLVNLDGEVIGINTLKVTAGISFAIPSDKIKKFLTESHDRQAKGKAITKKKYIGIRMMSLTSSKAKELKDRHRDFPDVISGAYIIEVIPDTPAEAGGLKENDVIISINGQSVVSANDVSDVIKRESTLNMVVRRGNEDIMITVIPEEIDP
# GC-A act – GC-A (human) enzyme activation; HEK293 GC-A cells, cGMP TR-FRET, EC30 ANP; 0% at EC30 ANP, 100% saturating ANP; P16066; 0.14% of 370,000 active; activation, % at 10 µM; in the data active = activation above about 40%
# TCR CD3 inh – blocks the human TCR-CD3 interaction; 0.37% of 360,000 active; inhibition, % at 9.4 µM; TAMRA-labeled TCR probe fluorescence, biochemical; AID 651800; in the data active = inhibition above about 19%;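 note: recombinant mutant TCR 2C K166C tagged with TAMRA read by polarization; 0% = receptor in buffer alone and 100% = receptor with positive control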
# An asterisk follows results filed as active; nt = not tested or not shown.
SMILES,SIAE primary,mABHD4 FP,MBD2 DNA inh,UHRF1 MBD2 ctr,NPR2 activator,PRMT1 inh,rCAG RNA binder,HTRA1 inhibitor,GC-A act,TCR CD3 inh
COc1ccc(OC)c(NC(=O)CSc2nnc(C)n2Cc2ccccc2)c1,9,3,-1,1,-1,0,-6,3,-4,12
COc1cccc(C(c2sc3ncnn3c2O)N2CCc3ccccc3C2)c1 (stereo not given),9,0,3,2,-10,1,5,3,4,-12
CCOCCn1c(N2CCN(c3ccccc3)CC2)nc2c1c(=O)n(C)c(=O)n2C,4,2,0,-1,-3,-1,-8,4,0,2
Cc1ccc2ncnc(Nc3ccc(C)c(C)c3)c2c1,-6,1,0,-2,-6,0,0,-22,-1,3
COc1ccccc1/C=C/c1nc2ccccc2c(=O)o1,-5,-2,-2,3,-8,0,10,1,4,-5
Cc1ccc(-n2nc(C(=O)N3CCOCC3)cc2-c2ccc(Cl)cc2)cc1,0,1,3,-1,-4,-1,-8,-5,-9,-5
CC(C)Oc1ccc(C2CC(=O)N(c3cccc(C(=O)O)c3)C2=O)cc1 (stereo not given),-1,8,-1,13,0,1,6,1,-4,8
CCc1ccc(N(CC(=O)NC)S(C)(=O)=O)cc1,-5,-11,7,4,0,5,0,1,-8,-1
CCN(c1ccccc1)S(=O)(=O)c1nnc(NC(=O)C(C)C)s1,-3,-6,-4,0,3,5,5,1,1,-1
CS(=O)(=O)N(CC(=O)N1CCOCC1)c1ccccc1,3,1,-1,0,-1,-1,4,3,3,3
COc1ccccc1NC(=S)NC1CCCC1,0,-4,1,2,-2,-1,-5,5,-8,-8
O=C(NCCS(=O)(=O)N1CCN(c2ccccc2F)CC1)c1cccc(Br)c1,7,4,-3,-3,-3,2,-3,-7,0,-1
CCOC(=O)c1nonc1NC(C)=O,3,2,3,-5,8,0,0,-1,4,-5
COC(=O)c1nc2cc(C)ccn2c1F,3,-1,4,-1,0,-7,1,-2,3,9
CCOC(=O)N1CCN(C(=O)c2cnc(Nc3ccccc3OC)c3ccccc23)CC1,6,0,0,-2,1,0,-4,-4,-1,9
O=C(Nc1ccc(Br)cc1Br)Nc1cccc2[nH]c([C@@H]3O[C@H](CO)[C@@H](O)[C@H](O)[C@H]3O)nc12,19*,1,-1,-3,-1,2,9,nt,10,9
C=COCCNC(=O)C(=O)NC(C)C,6,4,3,-4,5,-1,-3,9,2,7
COc1ccccc1O,8,4,-6,0,2,-6,2,1,-5,-2
CCOP(=O)(OCC)C(Nc1cccc(C(F)(F)F)c1)c1ccc(Br)cc1 (stereo not given),7,-3,-2,1,-11,0,-8,nt,-25,1
COC(=O)[C@]12CCCCC=C1N(Cc1ccccc1)C(=O)[C@H](CC(=O)NCc1ccccc1)C2,0,-12,8,2,-3,10,1,nt,-6,3
COc1cccc(N=CC2=C(O)CCCC2=O)c1,-4,3,-1,8,0,-1,-4,2,3,3
O=CN1CC(=O)N(c2ccccc2)c2c([nH]c3ccccc23)C1,15,0,0,0,3,0,-3,0,2,3
COc1ccccc1NS(=O)(=O)c1ccc(C(=O)N2CC(C)OC(C)C2)cc1 (stereo not given),2,3,0,-2,-2,-1,4,-1,-1,1
COc1cc(S(=O)(=O)N2CCN(C)CC2)c(OC)cc1Br,5,10,5,1,4,1,-5,7,-1,1
CCCCn1nnnc1-c1nc2ccccc2[nH]c1=O,-7,-5,-6,0,-6,1,1,nt,0,2
FC(F)(F)c1cccc(N2CCN(Cc3cccnc3)CC2)c1,0,14,0,-2,-3,1,-5,1,0,-4
CCCCOCCCNC(=O)/C=C/c1ccccc1Cl,2,-5,1,-3,1,-2,-7,-6,-2,2
CCC1CCC(N2CCN(c3ccc(F)cc3)CC2)CC1 (stereo not given),17*,5,-4,0,1,-6,-1,-17,-3,-4
COC(=O)c1ccc(N2C(c3cc(OC)cc(OC)c3)=Cc3ccc(-c4ccc(C(N)=O)cc4)cc3C2CC(=O)C2CC2)cc1 (stereo not given),-8,-8,5,1,0,3,14,nt,9,-9
CCN1CCN(C(=O)CCN2C(=O)c3ccccc3C2=O)CC1,0,0,3,3,4,0,0,-1,-4,-3
Cc1cc(=O)[nH]c(SCc2cc(Cl)ccc2OC(F)F)n1,4,0,6,2,-4,0,7,-10,-5,-3
CC12CC(O)C3C(CCC4=CC(=O)CCC43C)C1CCC2=CCO (stereo not given),2,-1,5,-1,-1,3,1,1,3,-12
O=C(O)c1ccc(CNC(=O)c2ccc(S(=O)(=O)N3CCCC3)cc2)cc1,-2,-1,2,10,-3,-2,0,7,-2,-5
O=C(Nn1cnc2ccccc2c1=O)c1cccc(Cl)c1,-7,1,1,1,-1,0,1,1,1,6
CC(=O)N1CCC(C(=O)N2c3ccccc3N=C(c3ccc(C(F)(F)F)cc3)C2C(=O)NC2CCCC2)CC1 (stereo not given),1,-6,3,9,1,-1,2,nt,1,-4
O=C(/C=C/c1ccccc1)Oc1cccc2cccnc12,-2,-1,-3,0,2,2,-5,21,0,-10
O=C(CCN=C1NS(=O)(=O)c2ccccc21)OCc1c(F)c(F)c(F)c(F)c1F,-5,-4,5,-3,4,-7,-8,4,-1,0
Cc1ccc(C(=O)Nc2cc3ccccc3oc2=O)cc1,2,1,-3,1,-3,1,-1,0,-6,0
COC(=O)C1=C(C)N(Cc2cccc(C(F)(F)F)c2)C(=NCc2ccc(C(F)(F)F)cc2)NC1c1ccccc1 (stereo not given),8,19,-4,-1,-5,2,5,nt,-11,-12
CN(C)c1ccc(/C=N/N(CCO)C2=NS(=O)(=O)c3ccccc32)cc1,-13,-9,-3,-2,-1,-67,2,-46,-2,-19
Cc1ccc(CCN2CC(C(=O)NCCCN3CCOCC3)CC2=O)cc1 (stereo not given),-1,2,2,2,-2,-3,-1,0,-4,4
Cc1noc(C)c1C(=O)Nc1nnc(-c2ccccc2)s1,-9,-15,3,-2,-3,-2,3,4,-13,1
C=CC(=O)NCCCc1cc(C(C)(C)C)c(O)c(C(C)(C)C)c1,1,-27,-1,2,5,-1,-9,-20,-7,-6
Cc1cc(C)n(C(C[N+](=O)[O-])c2ccc(Cl)cc2)n1 (stereo not given),-6,1,-1,0,4,6,10,-22,-4,-2
CCN(c1ccc(OC)cc1)S(=O)(=O)N1CCCC(C(=O)NCc2cccc(C)c2)C1 (stereo not given),1,-1,-7,-3,-6,-1,-1,-11,-1,3
CNC(=O)c1[nH]nc2c1CCc1ccccc1-2,0,-3,5,2,1,0,0,8,2,3
O=C(Cn1nnc(-c2ccccc2F)n1)NCc1ccco1,-3,1,-3,2,3,6,3,1,-3,-7
CCOc1ccc(N2CC(C(=O)N3CCCC3)CC2=O)cc1 (stereo not given),6,1,-2,3,6,0,3,6,4,5
CC(C)(C)N1C(=O)[C@H]2[C@@H](c3ccc(Br)cc3)N3C(=O)N(c4ccccc4)C(=O)[C@@]3(C)[C@H]2C1=O,-4,4,5,-1,-7,0,-4,-59,-6,-2
COc1ccccc1C(=O)O/N=C(\N)c1ccccn1,0,-1,-3,1,0,5,-3,1,1,-1
# The list continues:
SMILES,SIAE primary,mABHD4 FP,MBD2 DNA inh,UHRF1 MBD2 ctr,NPR2 activator,PRMT1 inh,rCAG RNA binder,HTRA1 inhibitor,GC-A act,TCR CD3 inh
Cc1sc2ncnc(N3CCN(C(=O)c4ccco4)CC3)c2c1C,0,1,-1,2,-5,-1,-3,-6,-5,1
Cc1ccccc1-n1c(C)nnc1SCC(=O)N(C)C1CCS(=O)(=O)C1 (stereo not given),-3,2,1,0,-1,-1,-1,-1,0,-3
CCOC(=O)c1c(NC(=O)C(C)N2CCN(S(=O)(=O)c3cccs3)CC2)sc2c1CCC(C)C2 (stereo not given),-5,1,1,8,4,-1,1,-5,-1,1
CCOC(=O)c1csc(COc2ccc(OC)cc2)n1,8,2,0,1,3,-8,-2,1,0,1
CN(C)CCNC(=O)C1CC(=O)N(c2ccc(F)c(Cl)c2)C1 (stereo not given),-2,3,2,-1,4,0,-2,-3,8,1
C/C(=N\N1CCN(c2ccccc2)CC1)c1ccco1,7,5,-6,-1,-4,-3,-3,6,9,-4
COc1cccc(-c2nn(-c3ccccc3)cc2CN(C)C(C)c2ccon2)c1 (stereo not given),0,-12,-3,1,0,-2,-6,-41,3,0

# Only part of the results is shown, so the mix of outcomes need not match the whole.
